VHR inh abs: VHR1 phosphatase inhibitors, primary screen, biochemical, absorbance, uHTS; Dual specificity protein phosphatase 3 (Homo sapiens), P51452; recombinant VHR phosphatase, pNPP absorbance; inhibition, % at 13.3 µM; 290,000 tested, 0.52% active; in the data active = inhibition above about 50%; note: some compounds called inactive have numbers as strong as hits
Target sequence (P51452 whole entry, looked up): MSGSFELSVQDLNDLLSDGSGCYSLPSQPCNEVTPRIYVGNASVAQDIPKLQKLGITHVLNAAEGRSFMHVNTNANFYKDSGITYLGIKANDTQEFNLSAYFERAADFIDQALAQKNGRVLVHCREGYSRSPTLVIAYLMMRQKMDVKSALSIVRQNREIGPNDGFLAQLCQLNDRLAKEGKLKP
Vc quorum ag: inducers of Vibrio cholerae quorum light production without autoinducers, primary screen, BH1578 luxS cqsA deficient, single point. V. cholerae BH1578 lux reporter, luminescence, 6 h. 350,000 tested, 0.16% active. activation, % at 18.7 µM; in the data active = activation mostly above about 9.7%, no sharp cut-off; note: not every result past the cut was called active; inactives centre near 0; reference of the scale not given here
Mtb BioA inh: M. tuberculosis BioA enzyme inhibitors, primary screen, biochemical, plate reader, single point, HTS. 7,8-diaminopelargonic acid synthase BioA (Mycobacterium tuberculosis). AID 602481, 2012. 360,000 tested, 0.096% active. purified M. tuberculosis BioA enzyme. inhibition, % at 9.99 µM; in the data active = inhibition above about 40%
SARS 3CLpro inh: SARS-CoV 3CLpro protease inhibitors, primary screen, biochemical, quenched FRET. Replicase polyprotein 1ab (Severe acute respiratory syndrome coronavirus), P0C6X7. recombinant SARS-CoV 3CLpro, quenched FRET peptide cleavage. inhibition, % at 6 µM. 290,000 tested, 0.14% active. AID 1706, 2009; in the data active = inhibition above about 12%
MazEF act: activators of E. coli MazEF toxin-antitoxin RNase, primary screen, biochemical, fluorescence, uHTS | Endoribonuclease toxin MazF (Escherichia coli (strain K12)), P0AE70 | FAM/BHQ RNA-DNA oligo cleavage fluorescence, 5 h | activation, % at 20 µM | 350,000 tested, 0.32% active; in the data active = activation above about 50%
Target sequence (P0AE70 whole entry, looked up): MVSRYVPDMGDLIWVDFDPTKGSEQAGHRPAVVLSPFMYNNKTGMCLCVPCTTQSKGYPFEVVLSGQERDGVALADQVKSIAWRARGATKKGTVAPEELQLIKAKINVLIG
GDH-TPI inh: GDH-TPI coupling enzyme inhibitors, primary screen, artefact control for M. tuberculosis FBA inhibitor project, biochemical, absorbance, full deck; AID 588335, 2011; inhibition, % at 4.8 µM; 360,000 tested, 1.2% active; GDH-TPI coupled enzyme counterscreen, NADH absorbance; in the data active = inhibition above about 30%;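 note: 0% = DMSO wells and 100% = wells lacking the enzyme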
Rv3671c inh: Rv3671c serine protease inhibitors, primary screen, biochemical, fluorescence polarization, M. tuberculosis H37Rv | P9WHR9 | inhibition, % at 5.96 µM | AID 2606, 2010 | 320,000 tested, 0.048% active; in the data active = inhibition above about 38%;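 note: extracellular domain of Rv3671c used as enzyme; 0% = enzyme with DMSO and 100% = no enzyme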
Mtb FBA inh: Mtb FBA enzyme inhibitors, primary screen, biochemical, fluorescence, strain H37Rv. AID 588726, 2011. 360,000 tested, 2.3% active. purified M. tuberculosis FBA, fluorescence read-out. Fructose-bisphosphate aldolase (Mycobacterium tuberculosis (strain ATCC 25618 / H37Rv)), …. inhibition, % at 1 µM; in the data active = inhibition above about 27%;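 note: 0% = vehicle and 100% = reference inhibitor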
Target sequence (P9WQA3 whole entry, looked up): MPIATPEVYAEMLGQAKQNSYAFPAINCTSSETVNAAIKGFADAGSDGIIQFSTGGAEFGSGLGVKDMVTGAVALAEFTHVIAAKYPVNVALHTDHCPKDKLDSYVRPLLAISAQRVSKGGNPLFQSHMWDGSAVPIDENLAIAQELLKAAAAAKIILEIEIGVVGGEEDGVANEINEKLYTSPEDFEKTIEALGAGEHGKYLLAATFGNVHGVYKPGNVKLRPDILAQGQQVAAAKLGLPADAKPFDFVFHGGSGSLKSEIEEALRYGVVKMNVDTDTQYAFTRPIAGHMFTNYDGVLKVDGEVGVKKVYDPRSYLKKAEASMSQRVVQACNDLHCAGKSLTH
Mtb UGM inh: M. tuberculosis UGM enzyme inhibitors, primary screen, biochemical, fluorescence polarization, single point; purified UGM, fluorescence polarization probe displacement; inhibition, % at 10 µM; UDP-galactopyranose mutase (Mycobacterium tuberculosis (strain ATCC 25618 / H37Rv)), …; 320,000 tested, 0.06% active; in the data active = inhibition above about 10%, passing the limit was not always enough
Target sequence (P9WIQ1 whole entry, looked up): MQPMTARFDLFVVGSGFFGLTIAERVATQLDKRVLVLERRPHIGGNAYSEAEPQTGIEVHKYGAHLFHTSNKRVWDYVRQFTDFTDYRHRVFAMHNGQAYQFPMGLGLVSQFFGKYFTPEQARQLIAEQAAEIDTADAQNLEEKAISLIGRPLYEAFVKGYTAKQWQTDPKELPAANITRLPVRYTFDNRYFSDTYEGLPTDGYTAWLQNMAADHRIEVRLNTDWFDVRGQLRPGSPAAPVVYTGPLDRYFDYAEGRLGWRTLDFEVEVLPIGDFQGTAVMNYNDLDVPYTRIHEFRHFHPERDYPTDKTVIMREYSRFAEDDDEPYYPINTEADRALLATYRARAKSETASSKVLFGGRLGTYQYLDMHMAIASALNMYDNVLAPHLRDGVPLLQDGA
SSB-PriA inh: inhibitors of Klebsiella pneumoniae PriA binding to SSB C-terminal tail, primary screen, biochemical, AlphaScreen; AlphaScreen SSBct-PriA binding, biotinylated peptide; inhibition, % at 33 µM; 430,000 tested, 0.6% active; AID 1272365, 2023; in the data active = inhibition mostly above about 37%, no sharp cut-off; inactive = mostly below about 20%;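 note: plate controls were negative control peptide for no effect and reference peptide for full effect; strong numbers were not always called active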
The depositor's hits bear a star; i = inactive; . = not tested or not shown; & = joins results of further samples. The list is partial; the hit share may differ from the screen's.

SMILES | VHR inh abs | Vc quorum ag | Mtb BioA inh | SARS 3CLpro inh | MazEF act | GDH-TPI inh | Rv3671c inh | Mtb FBA inh | Mtb UGM inh | SSB-PriA inh
O=C(NNS(=O)(=O)c1ccccc1[N+](=O)[O-])c1cc2ccccc2cc1O | 22 | -0.5 | 0.9 | -1 | 10 | -3 | -3 | 0 | 3.6 | 14
O[C@H]1C[C@H](c2ccccc2)N(Cc2cccs2)C[C@@H]1n1cc(C2CC2)nn1 | . | -0.2 | 2.5 | . | -2 | 7 | . | 3 | . | .
Cc1cc(-c2[nH]nc3c2C(c2ccc(Cl)cc2)C(C#N)=C(N)O3)c(C)s1 (configuration not stated) | -14 | -1.4 | 0.7 | -4 | 1 | 9 | 0 | 0 | -0.2 | 17
COc1ccc(CN2CN(c3ccc(Cl)cc3)C(=O)N(n3cnnc3)C2)cc1 | 33 | -0.4 | 0.9 | 2 | -4 | 10 | 5 | -1 | -4.3 | 2
Cc1c(C(=O)NNC(=S)Nc2cccc(Cl)c2)nnn1-c1ccccc1 | 30 | -0.3 | . | 0 | 7 | 11 | 4 | -5 | -0.7 | 14
Cc1ccc(CNc2nnnn2C)cc1 | 16 | -0.2 | -1.6 | -6 | 9 | 2 | 4 | 3 | -1.6 | 2
COCCNC(=O)CN(C(=O)c1ccc(N2CCCC2)nc1)c1ccc(F)c(Cl)c1 | 5 | 0.0 | 0.6 | 2 | -6 | 8 | . | -1 | 1.2 | 3
Cc1ccc(S(=O)(=O)/C(=C\N(C)C)c2cnc(Cl)s2)cc1 | -1 | -0.5 | 2.2 | 1 | 8 | 2 | 5 | -3 | 1.3 | -6
CCN(C1CCCCC1)S(=O)(=O)c1cn(C)c(=O)n(C)c1=O | -9 | -0.1 | -1.1 | -5 | 10 | 7 | -2 | 1 | 5.7 | -3
Cc1cc(C(=O)NNC(=S)NC(C)c2ccccc2)c2ccccc2n1 (configuration not stated) | -7 | i | -0.4 | -1 | -4 | 7 | -4 | 0 | 0.2 | -10
CCc1cc2c(SCC(=O)C(C#N)=C3N(C)c4ccccc4N3C)ncnc2s1 | 13 | -0.1 | 0.7 | -2 | 0 | -1 | -1 | 5 | -1.4 | -19
O=C(O)C1CCN(S(=O)(=O)c2ccc(Cl)s2)CC1 | . | i | -0.3 | . | 11 | 1 | -1 | -1 | 3.8 | -7&-9
Cc1csc2ncnc(NNC(=O)c3ccc(Cl)cc3)c12 | 19 | -0.4 | . | 11 | 5 | 16 | 2 | 1 | -2.1 | -3
COc1ccccc1OCCC(=O)N1CCN(c2ccccc2OC)CC1 | 19 | -0.4 | 0.0 | -1 | 2 | 15 | 1 | 0 | -1.4 | -16
COc1ccc(CCNC(=O)C(=O)N2CCCC2)cc1OC | 22 | i | . | 2 | 6 | -8 | 0 | -3 | -1.9 | -5
C/C(=N/NC(N)=S)c1ccc(Br)s1 | 30 | i | . | 1 | 6 | 21 | -5 | -2 | 1.7 | .
COc1ccc(C(=O)NC2c3ccccc3-c3ccccc32)cc1 | -12 | i | . | 1 | 0 | 3 | -8 | 2 | 0.8 | -14
COc1ccc(CNC(=O)C(=O)c2cn(CC(=O)N3CCOCC3)c3ccccc23)cc1 | 6 | 0.6 | -0.4 | -1 | 6 | 1 | 5 | -1 | -0.7 | -1
Nc1nc(NC(=O)c2cccc(S(=O)(=O)N3CCCCCC3)c2)nc(-c2ccccc2)n1 | 32 | 0.0 | -1.4 | 5 | -8 | 15 | -3 | 0 | -0.3 | 5
COC(=O)C(NC(C)=O)(Nc1ccc(Br)cn1)C(F)(F)F (configuration not stated) | 10 | -0.5 | 0.4 | -1 | 7 | 2 | -4 | -1 | -1.5 | -4
COc1ccccc1NS(=O)(=O)c1cccc(C(=O)N2CCN(Cc3ccc4c(c3)OCO4)CC2)c1 | . | -2.9 | . | . | -7 | -4 | -5 | 1 | 3.5 | 25
O=C(NCc1cc(Cl)cc(Cl)c1)c1ccc2nc(COCCO)[nH]c2c1 | . | i | -0.5 | . | . | 11 | . | 6 | . | .
CCOC(=O)/C(C#N)=C/Nc1ccccc1OC | 28 | -0.4 | 0.8 | 1 | -2 | 44* | 7 | -13 | -1.4 | -15
O=C(O)CC[N+](=O)[O-] | . | i | -0.5 | . | 4 | 4 | -1 | 5 | 2.1 | -15
O=S(=O)(c1ccc(F)cc1)N1CCCCC1c1cccnc1 (configuration not stated) | 11 | i | 1.8 | 0 | 2 | 1 | -5 | -1 | -2.6 | 3

Further records follow:
SMILES | VHR inh abs | Vc quorum ag | Mtb BioA inh | SARS 3CLpro inh | MazEF act | GDH-TPI inh | Rv3671c inh | Mtb FBA inh | Mtb UGM inh | SSB-PriA inh
O=C(Nc1ccc(Nc2ccncc2)cc1)c1ccc(Nc2ccnc3ccc([N+](=O)[O-])cc23)cc1[N+](=O)[O-] | 22 | 2.2 | . | -4 | -3 | -1 | -22 | 1 | -0.4 | 3
Cc1cc(NC(=O)COC(=O)C2CC(=O)N(c3ccc(Cl)cc3)C2)no1 (configuration not stated) | 16 | 4.0 | -1.0 | -4 | 9 | -3 | 2 | 0 | -0.9 | 3
COc1ccc(-c2csc(NC(=O)C3=NN(c4ccccc4)C(=O)CC3)n2)cc1 | -15 | i | . | 1 | 2 | 9 | -12 | -3 | 0.2 | 5
O=C(CCCc1ccc(N(CCCl)CCCl)cc1)NCc1ccccc1 | . | i | 3.3 | . | 0 | -2 | . | -1 | . | .
Cc1ccc(C)c(N(C(=O)c2csnn2)C(C(=O)NC2CCCCC2)c2ccccn2)c1 (configuration not stated) | 50* | -0.2 | 0.7 | 1 | 2 | -9 | 2 | -1 | 0.5 | -2
CCOC(=O)c1csc(N)n1 | 20 | -0.8 | . | -1 | -1 | 1 | 6 | 0 | 1.5 | 0&10&-11
O=C1CC(c2cccc([N+](=O)[O-])c2)c2c(ccc3ccccc23)N1 (configuration not stated) | 28 | i | -1.3 | -3 | 2 | 8 | 6 | -4 | 0.5 | -6
Cc1cc(C)n2nc(-c3ccc(F)cc3)nc2n1 | 22 | -0.3 | -0.4 | -2 | 1 | 7 | 4 | 0 | 0.1 | 2
Cc1nc2ccc(NC(=O)CS(=O)(=O)c3ccccc3)cc2s1 | . | i | 0.0 | . | 0 | 1 | -3 | -1 | -1.0 | 5
CCN(CC)C(=O)N1CCN(C)CC1 | 26 | i | -0.5 | 4 | -5 | -1 | 5 | -2 | 1.6 | -2
CC(=O)Nc1ccc(NC(=O)C(C)Sc2n[nH]c(=O)n2Cc2ccccc2)cc1 (configuration not stated) | 25 | -0.2 | 0.6 | -2 | 12 | 1 | 2 | 1 | 0.4 | 0
N#CC1(NC(=O)CSc2nnc(Cc3ccccc3)o2)CCCCC1 | . | -2.0 | 1.5 | . | -6 | 8 | -4 | 6 | -3.3 | -12
CCN(CC(=O)NCc1ccc(Cl)cc1)C(=O)c1cccc(S(=O)(=O)Nc2ccc(OC)cc2)c1 | . | -0.4 | . | . | 0 | -7 | -1 | 3 | -5.8 | 1
Cc1cccc(N2CC(C(=O)Nc3nnc(SCCN4CCOCC4)s3)CC2=O)c1 (configuration not stated) | 9 | 0.5 | -2.0 | -2 | 1 | 8 | -6 | -3 | -3.5 | -9
Cc1ccc(OCc2nc(-c3ccc(Cl)cc3)n[nH]2)cc1 | -14 | i | . | 2 | -9 | -4 | -7 | -1 | -0.4 | -9
COc1ccc([C@@H]2[C@@H](C)N(c3ccccc3)c3ccccc3C(=O)N2Cc2ccccc2)cc1 | . | 0.2 | -0.4 | . | 3 | 1 | . | 5 | . | .
Cc1[nH]n(-c2ccccc2)c(=O)c1N=Nc1nccs1 | 0 | -0.4 | . | 0 | 7 | 9 | -5 | -21 | 4.2 | 17
CC1CCN(CCCNC(=O)c2cc3c(Cl)nc4ccccc4c3s2)CC1 | -11 | -0.3 | 0.5 | 1 | 22 | 6 | -1 | -1 | 0.3 | -4
COc1cccc(OC)c1OCCCCCCN1CCN(C)CC1 | . | i | -0.6 | 2 | 10 | 6 | -2 | -1 | 1.1 | -2
Cc1cc(OCC(=O)N2CCC(C(=O)O)CC2)c2c(C)c(C)c(=O)oc2c1 | -11 | -0.4 | -2.2 | -3 | 4 | 9 | 1 | 87* | -1.9 | -6
COCOCCn1cc(CN2CCS(=O)(=O)N(Cc3ccc(-c4ccccc4)cc3)C(CC(C)C)C2=O)nn1 (configuration not stated) | . | -0.2 | -1.2 | . | 16 | 8 | . | 0 | . | .
O=C(O)C1Nc2ccc(C(F)(F)F)cc2C2OCCC12 (configuration not stated) | . | i | 1.1 | . | 7 | 3 | 8 | 0 | -0.1 | -5
COc1ccc(NC(=O)CNS(=O)(=O)c2cccs2)cc1 | 3 | i | -0.5 | -2 | 3 | 2 | -10 | -1 | -2.0 | -3
CCc1cccc(N(CC(=O)NC2CCCCC2)C(=O)c2csnn2)c1 | 25 | -0.3 | -0.9 | 0 | -9 | 6 | 4 | 0 | 1.4 | -4
CCN1CNC(=S)N(C(C)c2ccccc2)C1 (configuration not stated) | 16 | -0.2 | 1.8 | 2 | -9 | 16 | 2 | 5 | 1.3 | 5
O=C(Cn1c(CO)nc2ccccc21)NCCc1ccccc1 | 26 | -2.1 | 0.2 | 0 | 0 | -2 | 7 | 4 | 1.7 | -9

Filtered by structure: the entries above with bromine
SMILES | VHR inh abs | Vc quorum ag | Mtb BioA inh | SARS 3CLpro inh | MazEF act | GDH-TPI inh | Rv3671c inh | Mtb FBA inh | Mtb UGM inh | SSB-PriA inh
C/C(=N/NC(N)=S)c1ccc(Br)s1 | 30 | i | . | 1 | 6 | 21 | -5 | -2 | 1.7 | .
COC(=O)C(NC(C)=O)(Nc1ccc(Br)cn1)C(F)(F)F (configuration not stated) | 10 | -0.5 | 0.4 | -1 | 7 | 2 | -4 | -1 | -1.5 | -4

Entries listed so far that have two or more sulfur atoms (7):
SMILES | VHR inh abs | Vc quorum ag | Mtb BioA inh | SARS 3CLpro inh | MazEF act | GDH-TPI inh | Rv3671c inh | Mtb FBA inh | Mtb UGM inh | SSB-PriA inh
Cc1ccc(S(=O)(=O)/C(=C\N(C)C)c2cnc(Cl)s2)cc1 | -1 | -0.5 | 2.2 | 1 | 8 | 2 | 5 | -3 | 1.3 | -6
CCc1cc2c(SCC(=O)C(C#N)=C3N(C)c4ccccc4N3C)ncnc2s1 | 13 | -0.1 | 0.7 | -2 | 0 | -1 | -1 | 5 | -1.4 | -19
O=C(O)C1CCN(S(=O)(=O)c2ccc(Cl)s2)CC1 | . | i | -0.3 | . | 11 | 1 | -1 | -1 | 3.8 | -7&-9
C/C(=N/NC(N)=S)c1ccc(Br)s1 | 30 | i | . | 1 | 6 | 21 | -5 | -2 | 1.7 | .
Cc1nc2ccc(NC(=O)CS(=O)(=O)c3ccccc3)cc2s1 | . | i | 0.0 | . | 0 | 1 | -3 | -1 | -1.0 | 5
Cc1cccc(N2CC(C(=O)Nc3nnc(SCCN4CCOCC4)s3)CC2=O)c1 (configuration not stated) | 9 | 0.5 | -2.0 | -2 | 1 | 8 | -6 | -3 | -3.5 | -9
COc1ccc(NC(=O)CNS(=O)(=O)c2cccs2)cc1 | 3 | i | -0.5 | -2 | 3 | 2 | -10 | -1 | -2.0 | -3

Screening data deposited in PubChem BioAssay by several laboratories.
